RNase H inhibition = RNase H inhibition, HIV 1 Gag Pol polyprotein, FRET biochemical assay, screening (AID 372) | HIV-1 RT RNase H, FRET RNA/DNA substrate fluorescence; higher % means a stronger effect | inhibition, % at 10 µM; hits with a dose series show IC50 in µM | 100,000 compounds, 0.77% hits; in the data active = inhibition above about 50%
The depositor's hits bear a star. Some of the compounds tested; the hit share may differ from the screen's.

SMILES	RNase H inhibition
O=C1Nc2c(S(=O)(=O)Nc3ccccc3)cc(S(=O)(=O)Nc3ccccc3)c3cccc1c23	13%
CC(C)(C)SCCN=Cc1c(O)n(-c2ccc(Cl)cc2)c(=O)[nH]c1=O	11%
COc1cc(Br)cc(/C=C2/C(=O)NN(c3ccccc3)C2=O)c1O	8%
COC(=O)c1ccc(-c2ccc(/C=C3\C(=O)NN(c4ccccc4)C3=O)o2)cc1	25%
CCCCCC(=O)Oc1ccc(-c2ccccc2)cc1	8%
Cc1ccc(S(=O)(=O)NC(C)C2C3CC4CC(C3)CC2C4)cc1 (stereo not given)	14%
O=C(/C=C/c1ccc(Br)cc1)N1CCN(c2ccc([N+](=O)[O-])cc2)CC1	10%
COc1ccc(N=Nc2c(N)n[nH]c2N)cc1	7%
CC1=NN(c2ccc(Cl)c(C(=O)O)c2)C(=O)/C1=C\c1cccc([N+](=O)[O-])c1	15%
O=[N+]([O-])c1ccc(-c2cc(-c3ccc(I)cc3)n[nH]2)cc1	8%
O=C(COC(=O)c1cc(=O)[nH]c2ccccc12)c1ccc(Br)cc1	15%
O=C(COc1ccc(Cl)cc1)Nc1ccc(OC(F)(F)F)cc1	0%
Cc1ccc(-c2cc(-c3ccccc3)nc(N/N=C/c3ccc(F)cc3)n2)cc1	19%
COc1ccccc1NC(=O)CC1S/C(=N\N=C\c2ccccc2)NC1=O (stereo not given)	3%
O=C(O)c1ccc2c(c1)C(=O)N(c1ccc(Cl)c([N+](=O)[O-])c1)C2=O	5%
O=C(Nc1ccc(Cl)cc1)Nc1cccc(C(F)(F)F)c1	6%
COc1ccc(OCC(=O)Nc2sc3c(c2C(N)=O)CCCC3)cc1	41%
Cc1cc(O)c(NC(=S)NC(=O)c2cccc(Br)c2)cc1C	13%
CCOC(=O)c1ccccc1NC(=O)/C(=C/c1cccc([N+](=O)[O-])c1)NC(=O)c1ccccc1	10%
Cc1ccc(C(=O)c2ccccc2C(=O)O)cc1C	0%
Cc1cccc(N2C(=O)CC(N3CCN(c4ccccc4Cl)CC3)C2=O)c1 (stereo not given)	9%
CC(=O)Oc1cccc(N2C(=O)c3ccc(Oc4cccc(N)c4)cc3C2=O)c1	16%
Cc1cc2nc(SCc3ccccc3)[nH]c2cc1C	1%
CCOC(=O)C1=C(C)NC2=C(C(=O)CC(C)(C)C2)C1c1ccc(CC)s1 (stereo not given)	10%
CC1(C)CC(=O)C2=C(C1)NC(SCc1ccccc1)=C(C#N)C2c1ccc(Cl)cc1 (stereo not given)	32%
CC1(C)CC(=O)C2=C(C1)Nc1ccccc1NC2c1ccc(Cl)c(Cl)c1 (stereo not given)	13%
Cc1oc2cc(Br)c(OS(C)(=O)=O)cc2c1C(=O)OC(C)C	14%
CCCCOc1ccc2c(C)c(Cl)c(=O)oc2c1	16%
O=C(Nc1cc([N+](=O)[O-])ccc1C(=O)Nc1cccnc1)c1ccccc1	9%
CC1=C(C(=O)Nc2ccccc2)C(c2ccc(C)o2)NC(=S)N1 (stereo not given)	4%
COc1ccccc1C(=O)Nc1cc(Cl)ccc1C	15%
COc1cc(C(=O)NC(=S)Nc2ccc(C(C)=O)cc2)cc(OC)c1OC	5%
O=C(CN(c1ccccc1)S(=O)(=O)c1ccccc1)NCCSCc1ccccc1	2%
COc1cc2ccccc2cc1C(=O)Nc1cccc(-c2nc3ccccc3s2)c1C	13%
O=C(CN1CC(c2ccccc2)CC1=O)NC1C2CC3CC(C2)CC1C3 (stereo not given)	2%
Cc1ccc(-n2nc3ccc(NC(=O)/C=C\c4cccc([N+](=O)[O-])c4)cc3n2)cc1	59%*

Exported in CSV form: part of the list above
SMILES,RNase H inhibition
O=C(CN(c1ccccc1)S(=O)(=O)c1ccccc1)NCCSCc1ccccc1,2%
COc1cc2ccccc2cc1C(=O)Nc1cccc(-c2nc3ccccc3s2)c1C,13%
O=C(CN1CC(c2ccccc2)CC1=O)NC1C2CC3CC(C2)CC1C3 (stereo not given),2%

Reformatted: entries from further up
O=C(CN1CC(c2ccccc2)CC1=O)NC1C2CC3CC(C2)CC1C3 (stereo not given)
  RNase H inhibition: 2%
CCCCOc1ccc2c(C)c(Cl)c(=O)oc2c1
  RNase H inhibition: 16%

New compounds follow
SMILES	RNase H inhibition
COCCNCCOc1ccc(I)cc1	13%
CC(C)NS(=O)(=O)c1ccc(Br)cc1	0%
CCN(CC)CCCNS(=O)(=O)c1ccc(OC)cc1	6%
O=C(Nc1ccc2nc(SCc3ccccc3)sc2c1)c1ccccc1C(=O)N1CCOCC1	3%
COc1ccc([N+](=O)[O-])cc1/C=C1/C(=O)NN(c2ccc(C)cc2)C1=O	21%
COc1ccc(N(CC(=O)Nc2ccc(Cl)cc2C)S(C)(=O)=O)cc1	10%
COc1cc(C(=O)N2CCN(Cc3ccncc3)CC2)cc(OC)c1OC	4%
COc1ccc(NC(=O)c2c(C)c(-c3ccc(Cl)cc3)nc3ccccc23)c(OC)c1	8%
N#Cc1c(-n2ncnc2-c2ccc(F)cc2)sc2c1CCCC2	12%
O=C(Nc1ccc2nn(-c3cccc4ccccc34)nc2c1)c1ccc([N+](=O)[O-])cc1	11%
CCN(CC)C(=O)C1CCCN(Cc2ccc(OC)c(OC)c2)C1 (stereo not given)	15%
O=C(Cc1ccccc1)Nc1ccc(-c2nc3ccccc3[nH]2)cc1	0%
COc1ccc(/C=N/NC(=O)c2n[nH]c3c2CCCC3)cc1O	0%
CCOc1ccc(C(=O)Nc2cc(OC)ccc2OC)cc1Br	5%
CCOC(=O)c1sc(C)c(C(N)=O)c1N	2%
COc1ccc(NC(=O)C(=O)N/N=C/c2ccc(C)cc2)cc1	2%
CCC(=O)Nc1ccc(NC(=O)c2ccccc2[N+](=O)[O-])cc1	7%
CCOC(=O)c1sc(NC(=O)c2ccc(OC)cc2)c(C(=O)OCC)c1C	5%
O=C(COc1ccc(Br)cc1)NCc1ccc(F)cc1	24%
O=C(CSc1cccc2cccnc12)c1ccc(-c2ccccc2)cc1	18%
CCOC(=O)NC(Nc1ccccc1C)(C(F)(F)F)C(F)(F)F	3%
COc1cc(OC)c(/C=C2/C(=O)NC(=O)N(C3CCCCC3)C2=O)c(OC)c1	10%
O=C(/C=C/c1ccccc1)NCCSc1ccccn1	0%
C/C(=N/NC(=O)c1cc2ccccc2cc1O)c1ccc(Br)cc1	6%
O=C(Nc1cc(Cl)ccc1O)c1cnn2c1NC(c1ccc(Br)cc1)CC2C(F)(F)F (stereo not given)	1%
O=[N+]([O-])c1cc(C=Nc2ccccc2)ccc1Cl	10%
Cc1cccc(C2Nc3cccc4cccc(c34)N2)c1	22%
O=[N+]([O-])c1cncc([N+](=O)[O-])c1Nc1ccc(Cl)cn1	21%
COc1ccccc1N1CCN(C(=O)C23CC4CC(CC(C4)C2)C3)CC1	19%
CCN(CC)c1ccc(/C=c2\sc3nc4ccccc4n3c2=O)c(OC)c1	9%
O=C(NC(=S)Nc1cccnc1)c1ccc([N+](=O)[O-])cc1	11%
Cc1ccccc1OCC(=O)N/N=C/c1cccs1	8%
COc1ccccc1N1C(=O)C2C(C1=O)C2(c1ccccc1)c1ccccc1 (stereo not given)	5%
CC(C(=O)N1CCN(c2ccccc2)CC1)N1C(=O)c2ccccc2C1=O (stereo not given)	15%
CCCCN1C(=O)C2Cc3c([nH]c4ccccc34)C(c3ccc(OC)c(OC)c3)N2C1=O (stereo not given)	2%
O=C1C2CC=C(Cl)CC2C(=O)N1c1cccc2cccnc12 (stereo not given)	0%

Reprinted from the part before: six entries; new compounds follow.
SMILES	RNase H inhibition
O=C(NC(=S)Nc1cccnc1)c1ccc([N+](=O)[O-])cc1	11%
Cc1ccccc1OCC(=O)N/N=C/c1cccs1	8%
COc1ccccc1N1C(=O)C2C(C1=O)C2(c1ccccc1)c1ccccc1 (stereo not given)	5%
CC(C(=O)N1CCN(c2ccccc2)CC1)N1C(=O)c2ccccc2C1=O (stereo not given)	15%
CCCCN1C(=O)C2Cc3c([nH]c4ccccc34)C(c3ccc(OC)c(OC)c3)N2C1=O (stereo not given)	2%
O=C1C2CC=C(Cl)CC2C(=O)N1c1cccc2cccnc12 (stereo not given)	0%
CC(N=Cc1ccc(N(C)C)cc1)c1ccccc1 (stereo not given)	3%
CCOC(=O)c1c[nH]c2c(C(=O)OC)cccc2c1=O	8%
CCCOc1ccc(N2C(=O)CC(NCCNc3ccc([N+](=O)[O-])cn3)C2=O)cc1 (stereo not given)	16%
CCOC(=O)c1c(-c2ccccc2)oc2c([N+](=O)[O-])cc([N+](=O)[O-])cc12	0%
Cc1ccc(C(=O)NCCN2Cc3ccccc3C2=O)cc1	10%
C=CCNc1nc(-c2ccc([N+](=O)[O-])cc2)cs1	6%
O=C1/C(=C/c2ccc(I)o2)SC(=S)N1c1ccc(Cl)cc1	7%
O=C(Nc1ccc([N+](=O)[O-])cc1Cl)c1cccnc1	5%
CCCCNC(=O)NC(C(=O)OC)C12CC3CC(CC(C3)C1)C2 (stereo not given)	9%
Cc1ccc2c(C)[n+](C)ccn12	0%
CCCCN1C(=O)/C(=C/c2ccc(C(C)(C)C)cc2)SC1=S	7%
CC(=O)Nc1c(-c2ccccc2)c(C)nn1Cc1ccccc1	14%
O=C(NC(=S)Nc1cc(Cl)ccc1Cl)c1ccc(Cl)cc1	15%
COc1ccc(C(=O)NC(=S)Nc2cccc(NC(=O)c3ccccc3Cl)c2)cc1	20%
CCOCCOC(=O)c1cccc(NC(=O)/C=C/c2ccccc2)c1	6%
O=C(Nc1nnc(CSCc2ccccc2)s1)c1cccc2ccccc12	7%
Cc1[nH]c2ccccc2c1/C=N/NC(=O)c1ccc(O)cc1	5%
C[C@@H]1O[C@@H](Nc2cccc3ccccc23)[C@H](O)[C@H](O)[C@H]1O	0%
CCOc1cccc(C=Nc2cccc3nsnc23)c1O	10%
COc1ccc2c(c1)c(=O)oc1c(C)c(OC(C)=O)ccc12	6%
O=C(O)c1ccc(N2C(=O)c3cccc4c([N+](=O)[O-])c(O)cc(c34)C2=O)cc1	11%
CC1CCC(N2CCN(C(=O)c3ccc([N+](=O)[O-])cc3)CC2)CC1 (stereo not given)	8%
O=[N+]([O-])c1ccc(-c2ncnn2-c2ccc(Cl)cc2)cc1	3%
CC1=C(C(=O)OCCc2ccccc2)C(c2ccc(F)cc2)C2=C(CCCC2=O)N1 (stereo not given)	2%
CC1=C(C(=O)OCCOC(C)C)C(c2ccc(F)cc2)NC(=O)N1 (stereo not given)	8%
COc1cc(Br)cc(/C=N/NC(=O)Cn2c3ccccc3c(=O)c3ccccc32)c1O	15%
COc1ccc(-c2cc(-c3ccccc3)nc(N/N=C/c3ccccc3Cl)n2)cc1	0%
CCCCNC(=O)C(CCC(=O)OCc1ccccc1)NC(=O)Cc1ccccc1 (stereo not given)	3%
O=C(N/N=C/c1ccc(O)c(O)c1)c1ccccc1	28%
C/C(=N\N1CCN(Cc2ccc(C)cc2)CC1)c1ccncc1	0%
Cc1ccc(-n2[nH]c(C)c(C=Nc3ccc(S(=O)(=O)CCO)cc3)c2=O)cc1	0%
CCOC(=O)C1=C(c2ccccc2)OC(N)=C(C#N)C1c1cccc(OC)c1 (stereo not given)	9%
CC(C)CC(=O)N1CCN(Cc2cccc([N+](=O)[O-])c2)CC1	3%
CCCCNCCCCCOc1cccc(C)c1C	9%
CC1=C(C(=O)OCCOC(C)C)C(c2coc3ccccc3c2=O)C2=C(CC(C)(C)CC2=O)N1 (stereo not given)	1%
O=C(NC1=NCCS1)c1cc2cc(Br)ccc2oc1=O	10%

3 entries out of the list, arranged by heavy-atom count, rising.
SMILES	RNase H inhibition
O=C(N/N=C/c1ccc(O)c(O)c1)c1ccccc1	28%
C/C(=N\N1CCN(Cc2ccc(C)cc2)CC1)c1ccncc1	0%
CCOC(=O)C1=C(c2ccccc2)OC(N)=C(C#N)C1c1cccc(OC)c1 (stereo not given)	9%

Remaining list, next part:
SMILES	RNase H inhibition
O=c1c2c3c(sc2ncn1/N=C/c1c[nH]c2ccccc12)CCCC3	9%
N#Cc1ccc2c(c1)nc1c3ccc4c5c(ccc(c(=O)n21)c53)C(=O)NC4=O	15%
COc1cc(OC)c(OC)cc1/C=C1/C(=O)NC(=O)N(c2ccccc2)C1=O	5%
Cc1cc(/C=C(/C#N)C(=O)Nc2ccc(Cl)cc2)c(C)n1-c1ccc(N(C)C)cc1	0%
CCOC(=O)c1ccc(NC(=O)CN(c2ccccc2)S(=O)(=O)c2ccccc2[N+](=O)[O-])cc1	6%
COC(=O)c1sc(NC(=S)NC(=O)c2cccc(Br)c2)nc1C	13%
O=C(O)c1cnn2c1NC(c1ccc(Br)cc1)CC2C(F)(F)F (stereo not given)	0%
CCCOc1ccc(C2=NNC(=O)CC2)cc1	0%
CC(C)C(C(=O)O)N1C(=O)/C(=C/c2cccc([N+](=O)[O-])c2)SC1=S (stereo not given)	6%
O=C(c1ccc(-c2ccccc2)cc1)N1CCN(C2CCCC2)CC1	17%
Cc1cc(C)c(S(=O)(=O)N(CCO)Cc2ccccc2)c(C)c1	3%
COc1ccc(NC(=O)/C(C#N)=C\c2cc(C)n(-c3ccc(I)c(C)c3)c2C)cc1	8%
CCCCCCOC(=O)C1=C(C)NC(=O)NC1c1cccc2ccccc12 (stereo not given)	25%
COc1ccc(S(=O)(=O)Nc2ccccc2C(N)=O)cc1Br	2%
COc1ccc(OC)c(C2=C/C(=C/c3ccc(O)c(OC)c3)C(=O)O2)c1	23%
COc1cc([N+](=O)[O-])ccc1N1C(=O)C2C3C=CC(C3=C(C)C)C2C1=O (stereo not given)	6%
CC/C(=N/NC(N)=S)c1ccc(O)cc1	2%
CCN(CC)CC#CCC(C(=O)c1ccccc1)C(=O)C(C)(C)OC (stereo not given)	15%
O=C(O)CCCCCNC(=O)/C(=C\c1ccco1)NC(=O)c1ccco1	12%
CCOC(=O)C1CCCN(Cc2ccc(OC)cc2OC)C1 (stereo not given)	8%
O=C(/C=C/c1cccc([N+](=O)[O-])c1)Nc1ccc2oc(-c3ccccc3)nc2c1	31%
